BCLXL inh: blocks human Bcl-xL binding to Bim BH3 peptide; Q07817; GST-Bcl-xL / FITC-Bim BH3 peptide fluorescence polarization; inhibition, % at 10.9 µM; hit rate 0.7% among 320,000;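 active means inhibition above the mean of all tested compounds plus 3 SD, cutoff set per campaign, cut at about 30% in these data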;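 further: 0% = DMSO wells and 100% = unlabeled Bim-BH3 peptide competitor; inhibitors lower millipolarization by displacing the labeled peptide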
Target sequence (Q07817 whole entry, looked up): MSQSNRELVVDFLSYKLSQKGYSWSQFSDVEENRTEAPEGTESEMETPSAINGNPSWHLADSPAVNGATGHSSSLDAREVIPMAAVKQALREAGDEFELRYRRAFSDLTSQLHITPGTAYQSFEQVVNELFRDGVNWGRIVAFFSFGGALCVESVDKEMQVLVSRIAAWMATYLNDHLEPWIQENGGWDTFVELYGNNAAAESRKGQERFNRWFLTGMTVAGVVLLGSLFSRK
MCL1-BIM inh: inhibitors of human MCL1 binding to BIM-BH3 peptide. GST-MCL1 / FITC-Bim-BH3 fluorescence polarization. Q07820. inhibition, % at 10.9 µM. AID 2057. hit rate 0.68% among 320,000;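 active means inhibition above the mean inhibition of all tested compounds plus 3 SD, set per campaign, cut at about 40% in these data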;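 further: 0% = DMSO wells and 100% = unlabeled Bim-BH3 peptide control; higher means more loss of mP so more displacement of Bim peptide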
Target sequence (Q07820 whole entry, looked up): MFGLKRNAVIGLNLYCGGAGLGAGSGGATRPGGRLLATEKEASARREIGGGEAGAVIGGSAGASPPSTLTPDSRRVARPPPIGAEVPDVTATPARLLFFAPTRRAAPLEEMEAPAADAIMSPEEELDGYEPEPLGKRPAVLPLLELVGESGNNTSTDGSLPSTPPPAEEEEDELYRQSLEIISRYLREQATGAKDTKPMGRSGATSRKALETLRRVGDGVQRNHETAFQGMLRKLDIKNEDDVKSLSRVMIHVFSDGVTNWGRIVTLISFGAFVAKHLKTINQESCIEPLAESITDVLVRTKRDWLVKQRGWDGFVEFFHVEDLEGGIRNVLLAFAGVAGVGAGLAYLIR
GLD-1 RNA inh: GLD-1-TGE RNA interaction inhibition (C. elegans); Q17339; purified GLD-1 + fluorescein TGE RNA, fluorescence polarization; inhibition, % at 5.96 µM; hit rate 0.44% among 320,000; AID 2280;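 active means percent inhibition above a per-plate cutoff, the plate mean of test compounds plus 3 SD, cut at about 30% in these data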;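 further: 0% = DMSO wells with GLD-1 and probe and 100% = wells lacking GLD-1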
PAFAH1B2 FP inh: inhibitors of human PAFAH1B2; P68402; recombinant PAFAH1B2, FP-rhodamine activity probe, fluorescence polarization; inhibition, % at 3.39 µM; hit rate 1.2% among 340,000; AID 492953;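 active means inhibition above the mean of all tested compounds plus 3 SD, cut at about 24% in these data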;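 further: 0% = enzyme with DMSO and 100% = wells lacking PAFAH1B2; many of its hits are not listed in these tables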
pPAFAH inh: pPAFAH (human) enzyme inhibition; Q13093; recombinant pPAFAH, FP-rhodamine probe fluorescence polarization; inhibition, % at 3.39 µM; hit rate 1.5% among 330,000; AID 463082;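 active means inhibition above the mean inhibition across the screen plus 3 SD, cut at about 25% in these data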;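 further: inhibitors block binding of the rhodamine activity-based probe so polarization drops; 0% = enzyme with DMSO and 100% = wells lacking pPAFAH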
MEX-5 binding: C. elegans MEX-5 TCR-2 RNA binding activity; MEX-5/FITC-TCR2 RNA binding, fluorescence polarization; hits give low values; activity score (negative = inhibition of binding), % at 10 µM; hit rate 0.38% among 300,000; AID 1832;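 active means inhibition past about -25% in most replicates, and total fluorescence under double the plate's negative control median, limit read from the data; inconclusive means replicates evenly split on the limit, or fluorescence at least double controls; inactive means too little inhibition in most replicates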;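 further: 0% = DMSO and -100% = 5 µM competing unlabeled TCR2 RNA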
Fam108B inh: counter-screen for RBBP9 inhibitors: inhibitors of mouse Fam108B; recombinant Fam108B, FP-Rh probe fluorescence polarization; inhibition, % at 9.51 µM; hit rate 0.33% among 300,000; AID 1947;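 active means inhibition above the screen mean inhibition plus 3 SD, computed separately per campaign, cut at about 18% in these data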;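 further: inhibitors lower polarization as less probe binds the enzyme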
PME-1 primary: PME-1 (human) inhibition; inhibition, % at 5.9 µM; recombinant PME-1, FP-Rh probe fluorescence polarization; Q9Y570; hit rate 0.53% among 320,000;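 active means inhibition above the campaign mean of all compounds plus 3 SD, cut at about 26% in these data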;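 further: competitive labeling of PME-1 active site by serine hydrolase directed probe; 0% = PME-1 with DMSO and 100% = wells lacking PME-1 enzyme; inhibitors block probe labeling so polarization falls and inhibition rises; many of its hits are not listed in these tables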
Target sequence (Q9Y570 whole entry, looked up): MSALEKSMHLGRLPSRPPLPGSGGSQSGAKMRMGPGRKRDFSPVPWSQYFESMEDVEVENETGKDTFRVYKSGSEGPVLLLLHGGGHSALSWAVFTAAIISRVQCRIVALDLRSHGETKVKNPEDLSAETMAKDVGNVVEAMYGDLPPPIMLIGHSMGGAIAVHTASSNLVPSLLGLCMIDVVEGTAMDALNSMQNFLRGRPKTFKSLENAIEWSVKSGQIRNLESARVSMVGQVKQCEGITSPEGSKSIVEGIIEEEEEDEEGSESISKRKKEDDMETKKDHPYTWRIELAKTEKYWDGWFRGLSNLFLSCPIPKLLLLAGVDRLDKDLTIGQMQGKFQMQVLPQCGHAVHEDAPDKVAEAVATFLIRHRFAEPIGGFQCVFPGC
AHR act: human AHR activation | P35869 | AHR-responsive luciferase reporter cells, luminescence | activation, % at 5 µM | hit rate 2.5% among 320,000 | AID 2796; in the data active means activation above about 47%;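 further: 0% = vehicle wells and 100% = reference agonist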
Starred values were filed as active, the others as inactive; u = inconclusive; x = not tested or not shown. A portion of the library, so the mix of outcomes need not match the whole.

molecule	BCLXL inh	MCL1-BIM inh	GLD-1 RNA inh	PAFAH1B2 FP inh	pPAFAH inh	MEX-5 binding	Fam108B inh	PME-1 primary	AHR act
C=CCSC1=N/C(=C\c2cc(OC)c3c(c2)OCO3)C(=O)S1	1	11	1	-1	4	u	-1	8	1
O=c1[nH]c2ccccc2n1C1CCCCC1	1	-2	2	-1	22	-1.4	-1	-7	-1
CCCSc1nc2c(c(=O)[nH]c(=O)n2C)n1CC(O)COc1ccccc1 (configuration not stated)	1	4	1	3	3	0.6	1	10	-2
Cc1ccccc1NC(=O)CCNS(=O)(=O)c1ccc2c(c1)CCC(=O)N2	8	-2	4	4	3	1.1	3	0	1
Cc1nc2ccc(NC(=O)c3nn(CC(C)C)c(=O)c4ccccc34)cc2s1	-1	-5	-10	-5	-5	5.9	-7	-11	5
CCOCCn1ccc2c(OCC(=O)Nc3ccccc3F)cccc2c1=O	7	2	-1	4	-1	0.2	-3	-3	4
COc1ccc(N(C)C(=O)c2ccc(NC(=O)CCS(=O)(=O)c3cccs3)cc2)cc1	2	5	10	9	3	2.1	2	-6	2
CC1=Nc2ccccc2N=C(NC(=O)CSc2nnnn2-c2ccccc2)C1c1ccccc1 (configuration not stated)	10	3	-2	10	9	-0.2	-3	-4	7

Next section.
molecule	BCLXL inh	MCL1-BIM inh	GLD-1 RNA inh	PAFAH1B2 FP inh	pPAFAH inh	MEX-5 binding	Fam108B inh	PME-1 primary	AHR act
O=C(CN(C(=O)CNC(=O)c1ccco1)c1ccc(F)cc1)NC1CCCCC1	1	-5	-4	3	3	1.0	2	4	-2
O=C(NCCCn1ccnc1)c1cn(Cc2ccc(F)cc2)nn1	4	-2	0	7	3	2.1	0	-1	9
CS(=O)(=O)c1cccc(C(=O)Nc2nnc(C3=COCCO3)o2)c1	4	11	-6	1	1	-5.1	2	-4	-5
O=C(C1=C[C@H](c2ccccc2)C[C@H](OCCCCO)O1)N1CCN(Cc2ccccc2)CC1	8	8	-2	0	6	-0.5	-3	0	1
Cc1ccc(S(=O)(=O)N2CCN(C(=S)NCc3ccc4c(c3)OCO4)CC2)cc1	-3	-6	3	1	3	-2.0	-3	15	1
COc1ccc(C)c(Cn2c(-c3nonc3N)nc3ccccc32)c1	-1	4	0	0	-2	-3.3	0	0	2
COc1c(F)c(F)c(C(=O)O)c(Nc2ccc(C)cc2)c1F	-4	-3	3	2	6	-2.4	-2	-5	0
O=C(O/N=C1/CCSc2ccccc21)c1ccc(F)cc1	0	5	6	24*	10	x	-4	3	10

Going on with the list:
molecule	BCLXL inh	MCL1-BIM inh	GLD-1 RNA inh	PAFAH1B2 FP inh	pPAFAH inh	MEX-5 binding	Fam108B inh	PME-1 primary	AHR act
O=C(Cn1cc(S(=O)(=O)N2CCCC2)c(S(=O)(=O)N2CCCC2)c1)NCc1ccco1	8	1	-9	-1	0	-3.4	-4	2	2
COc1cc2nc(CN3CCN(S(=O)(=O)c4c(F)cccc4F)CC3)[nH]c(=O)c2cc1OC	-3	-13	-2	0	2	x	x	9	1
CCCCOc1cccc(C(=O)Nc2ccc(N3CCN(CC)CC3)cc2)c1	-1	7	9	6	6	1.0	-4	0	0
COc1ccc(CCNC(=O)CCc2ccc(S(=O)(=O)NC(C)C)cc2)cc1	1	5	1	5	4	3.1	15	-3	26
O=C(/C=C/c1ccc(N2CCCCC2)c([N+](=O)[O-])c1)c1ccc(O)cc1	6	2	10	11	5	-0.8	16	-132	5
CCCc1cc(=O)oc2cc(C)cc(OC(C)C(=O)NCC3CCC(C(=O)O)CC3)c12 (configuration not stated)	-1	-4	8	8	-3	1.3	4	1	1
CCN(CC)CCn1c(-c2ccc(C)cc2)nc(=S)c2c1CC(C)(C)OC2	12	9	1	2	0	x	-4	-4	2
NS(=O)(=O)c1ccc(CCNC(=O)CSc2ncnc3ccccc23)cc1	-2	-3	4	5	-2	0.9	1	7	8

Next section
molecule	BCLXL inh	MCL1-BIM inh	GLD-1 RNA inh	PAFAH1B2 FP inh	pPAFAH inh	MEX-5 binding	Fam108B inh	PME-1 primary	AHR act
COc1cccc(NC(=O)c2ccc(CN3CCN(c4ccccc4)CC3)cc2)c1	4	2	4	-1	8	0.3	-1	0	-2
CCCNC(=O)c1ccc2c(=O)c(O)c(-c3cccc(Br)c3)[nH]c2c1	7	3	9	19	28*	-84*	7	17	19
Fc1ccc(Nc2ccc3ccccc3n2)c(F)c1	2	-2	1	5	4	-2.0	3	4	-4
CCn1c(SCC(=O)C(C)(C)C)nnc1-c1cccnc1	1	1	-7	-4	-2	0.6	3	-1	5
CCN(CCCNC(=O)C1CCC(=O)N1Cc1ccc(F)cc1)c1cccc(C)c1 (configuration not stated)	5	1	-1	8	4	-0.4	2	-2	2
CCN(CC)c1ccc(N)cc1S(=O)(=O)Nc1ccc(OC)cc1	2	11	7	4	-2	-1.2	5	2	0
Cc1ccc(C(=O)OCC(=O)NCCNC(=O)COC(=O)c2ccc(C)o2)o1	-8	-11	-1	5	-2	-2.9	-4	-3	-3
CCn1cc(C(=O)O)c(=O)c2cc(OC)ccc21	11	8	5	4	5	-0.4	-1	0	1

Going on with the list:
molecule	BCLXL inh	MCL1-BIM inh	GLD-1 RNA inh	PAFAH1B2 FP inh	pPAFAH inh	MEX-5 binding	Fam108B inh	PME-1 primary	AHR act
O=c1cc(-c2ccccc2Cl)oc2c(Br)ccc(O)c12	3	3	-5	10	7	-1.4	3	-6	47*
CCOC(=O)CN(C(=O)CNC(=O)c1ccco1)C(C(=O)NC1CCCCC1)c1cccs1 (configuration not stated)	52*	92*	27	-2	-9	0.3	-7	-8	15
CN1CCN(C(=S)c2ccc([N+](=O)[O-])cc2)CC1	3	2	79*	0	-5	1.8	3	-4	0
CC1(c2ccc3c(c2)OCO3)NC(=O)N(CC(=O)NCCC2=CCCCC2)C1=O (configuration not stated)	-1	-5	6	4	4	-0.4	-3	-1	1
O=[N+]([O-])c1ccc(CNc2cccc(Cl)c2)s1	2	-6	-1	3	5	0.4	3	10	5
CN(C)CCNC(=O)c1ccc(COc2ccc(Cl)cc2Cl)cc1	5	2	-2	6	4	1.5	4	-4	-1
COc1ccc(-c2nc(=S)c3c(n2Cc2cccnc2)CC(C)(C)OC3)cc1	6	18	5	6	0	0.1	-1	1	0
N#Cc1ccc(-c2ccccc2)nc1SCC(=O)c1cccc(Cl)c1	-9	-26	-18	2	11	-0.6	-8	1	40

(listing goes on)
molecule	BCLXL inh	MCL1-BIM inh	GLD-1 RNA inh	PAFAH1B2 FP inh	pPAFAH inh	MEX-5 binding	Fam108B inh	PME-1 primary	AHR act
CCCS(=O)(=O)c1c(S(=O)(=O)CCC)c2ccc(C(N)=O)cn2c1C(=O)c1ccc(OC)cc1	2	3	-6	2	-4	0.2	-4	5	-2
O=C(Nc1ccc(Cl)cc1)C1=Cc2ccccc2OC1	2	-2	5	-3	-3	1.5	-7	-17	72*
CC(=O)Nc1ccc(NC(=O)CSC2=NS(=O)(=O)c3cc(Cl)ccc3N2)cc1	0	1	5	0	2	2.3	-1	-4	0
Cc1ccc(S(=O)(=O)N2CCOCC2)cc1C(=O)N1C(=O)c2cccc(N)c2C1=O	30*	32	32*	8	0	-2.9	-2	-3	10
Cn1c(=S)[nH]c2[nH]c(=O)cnc2c1=O	-3	2	5	2	-4	3.0	-4	3	1
O=C(COc1ccc(Br)cc1)N(CCO)CCO	0	4	-5	2	-2	-0.3	-2	0	-1
Cc1ccc(OCc2nc3ccccc3n2C)cc1	3	5	7	3	0	-0.5	0	-3	-6
COC(=O)c1ccc(Cn2cc(Cl)cn2)o1	3	2	9	1	2	-0.1	-5	-5	0

(listing goes on)
molecule	BCLXL inh	MCL1-BIM inh	GLD-1 RNA inh	PAFAH1B2 FP inh	pPAFAH inh	MEX-5 binding	Fam108B inh	PME-1 primary	AHR act
CC(C)(C)c1ccc(-c2nnc3sc(-c4ccccn4)nn23)cc1	12	22	4	9	-7	-6.6	-6	-13	21
Cc1ccc(Cl)cc1NC(=O)COC(=O)c1ccc(CN2CCCC2=O)cc1	-3	-16	3	0	4	x	x	-4	-1
CN(Cc1nc(-c2cccc(Cl)c2)no1)C1CCOCC1	5	8	-7	4	-1	1.3	4	-9	11
CN(Cc1nc2ccccc2c(=O)[nH]1)C(=O)c1cccc(NC(=O)c2cccs2)c1	x	x	1	5	0	x	x	x	4
O=C(O)CCc1nn2c3ccccc3n(CC(=O)O)c2nc1=O	0	4	8	0	-5	-2.4	4	-4	1
CCOc1ccc(NC(=S)NC(=O)/C=C/c2ccco2)cc1	5	17	0	-2	11	2.4	-2	-3	10
CCOC(=O)N1CCN(CC(O)COc2ccccc2C(C)(C)C)CC1 (configuration not stated)	2	-2	-2	3	4	4.1	3	-3	0
Cc1cc(NC(=O)c2ccc(-c3ccccc3[N+](=O)[O-])o2)no1	x	x	1	2	6	x	x	x	19

Remaining list, next part:
molecule	BCLXL inh	MCL1-BIM inh	GLD-1 RNA inh	PAFAH1B2 FP inh	pPAFAH inh	MEX-5 binding	Fam108B inh	PME-1 primary	AHR act
CCOC(=O)c1c(NC(=O)c2ccccc2Cl)sc2c1CCc1ccccc1-2	0	5	2	-3	-2	-0.3	-10	-10	23
N#Cc1ccc(OCc2nnc(-c3ccc([N+](=O)[O-])cc3)o2)cc1	-3	-11	1	3	4	0.0	2	0	2
COc1ccc(N2C(=O)CCC2=O)cc1	5	5	9	2	0	0.4	-2	-1	-1
O=C(NCCc1csc(-c2ccccc2)n1)c1c(F)cccc1F	8	1	1	5	3	-1.2	5	6	-1
CC(C)(C)CC(=O)NC(=S)NCc1ccccc1	7	1	0	-2	4	1.4	-4	0	2
O=C(CSc1nc2ccccc2c(=O)[nH]1)N1CCCCC1	0	7	-1	2	1	2.5	0	0	9
O=C(Cc1ccc(Cl)c(Cl)c1)Nc1ccc(S(=O)(=O)Nc2ncccn2)cc1	6	-7	3	5	7	-0.4	-3	-3	0
CC(NC(=O)CCl)c1ccc(Cl)c(Cl)c1 (configuration not stated)	0	-4	6	4	7	1.3	1	4	0

Further results.
molecule	BCLXL inh	MCL1-BIM inh	GLD-1 RNA inh	PAFAH1B2 FP inh	pPAFAH inh	MEX-5 binding	Fam108B inh	PME-1 primary	AHR act
CC1CN(C(=O)c2cc3cc(Cl)cc(Cl)c3oc2=O)CC(C)O1 (configuration not stated)	0	-7	-11	1	-1	-0.7	-1	-2	1
C=CCn1c(=O)c2ccccc2n2c(SC(C)C(N)=O)nnc12 (configuration not stated)	2	-6	3	5	4	-0.8	-3	2	1
Cn1nnnc1SCC(=O)Nc1ncc(C(F)(F)F)cc1Cl	x	x	5	5	1	x	x	x	1
CN(Cc1cnccn1)C(=O)CC1C(=O)NCCN1Cc1cccc(Oc2ccccc2)c1 (configuration not stated)	3	6	11	5	3	2.4	2	0	1
CCCCNC(=S)NC(=O)c1ccccc1Br	0	0	-5	0	1	x	4	-7	6

Compound activity as filed in PubChem BioAssay.
